High-throughput results deposited in PubChem BioAssay by National Center for Advancing Translational Sciences (NCATS).
Peg3 imprint = qHTS Assay for Compounds that Induce Erasure of Genomic Imprints; mouse ES Peg3-LacZ reporter, beta-gal luminescence, 40 h; Potency, µM (titrated, usually from 60.7 µM), for inactives: top-dose activity change, positive = activation, hits mostly activators; 110,000 compounds, 0.02% hits;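 also: 0% = negative control wells on the plate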
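Imprint erasure is scored as LacZ activity from the silenced maternal Peg3 allele in feeder-free female ES cells cultured 40 h with LIF. Luminescence is normalized to in-plate negative controls and fitted to the Hill equation.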
p53ts 32C kill = qHTS Screen for Compounds that Selectively Target Cancer Cells with p53 Mutations: Cytotoxicity of p53ts Cells at the Permissive Temperature | Potency, µM (highest dose often 46.1 µM), for the others: top-dose activity change, negative = cytotoxicity, hits mostly cytotoxic | 130,000 compounds, 0.93% hits | H1299-p53A138V at 32C, ATP luminescence viability, 24 h | AID 924, 2007;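 also: 0% = DMSO and -100% = full killing by reference compound; nearly all actives have a fitted effect of over 55% in size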
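Viability by ATPlite luminescence after 24 h compound treatment (up to 46 uM) at the permissive 32C. Cells are H1299 carrying p53 A138V. Scale runs from DMSO basal to 100 uM tamoxifen as full kill; AC50 from Hill fits.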
IkB signaling = IkB Signaling. ABC-DLBCL IkBa-CBG/CBR dual luciferase ratio, 4 h; response scale: scaled: untreated 0%, proteasome inhibitor 100%. Potency, µM (highest dose often 57.1 µM), for the others: top-dose IkBa stabilization activation. 110,000 compounds, 0.04% hits; active = well fitted curve in the direction sought with a large enough effect in the signal ratio, not every such curve was filed as active; inconclusive = small, poorly fitted or top-dose-only effect, or a change in a side signal; the % refers to the signal ratio;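 also: the direction sought is a rising ratio; 0% = basal untreated cells and 100% = reference inhibitor full response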
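Luminescence ratio of IκBα-fused green versus native red beetle luciferase in OCI-Ly3 cells, 4 h post-doxycycline with compound; red signal alone, scaled from basal (0%) to zero light (-100%), flagged nonspecific or cytotoxic effects.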
p53ts 39C kill = qHTS Screen for Compounds that Selectively Target Cancer Cells with p53 Mutations: Cytotoxicity of p53ts Cells at the Nonpermissive Temperature; H1299-p53A138V viability at 39C, ATP luminescence, 24 h; Potency, µM (doses to about 46.1 µM), without a hit: at the top dose activity change, negative = cell killing, actives largely listed as cytotoxic; 130,000 compounds, 1.5% hits; also: nearly all actives have a fitted effect of over 55% in size
The depositor's hits bear a star; ? = inconclusive; . = no result given; [ ] = another dose, or the depositor's remark. Unless noted, calls follow the shape of the dose curve; as a rule, active = well fitted curve in the direction sought with a large enough effect; inconclusive = small, poorly fitted or top-dose-only effect, or another doubt; inactive = no such curve, though single readings can be large; an effect the other way counts as inactive or inconclusive. Unless noted, % is scaled to controls: 0 for no effect and ±100 for the full control effect; potency is read from the fitted curve at half-maximal effect. Random draw from the library (roughly 1.7% active in at least one column).

Compound,Peg3 imprint,p53ts 32C kill,IkB signaling,p53ts 39C kill
CCC(=O)OCC(=O)[C@@]1(OC(=O)CC)[C@H](C)C[C@@H]2[C@@H]3[C@H]([C@@H](O)C[C@@]21C)[C@]1(C)C=CC(=O)C=C1C[C@@H]3Cl,10%[16.8 µM],-2%[20.6 µM],?,3%[20.6 µM]
COc1cccc(N2CC(C)Cn3c2nc2c3c(=O)n(CCN3CCOCC3)c(=O)n2C)c1 (stereo unspecified),-15%,5%,-1.9%,4%
CCOc1ccc(C2C(=O)N(C3CCCCCC3)CC(=O)N2CCc2ccccc2)cc1OC (stereo unspecified),-5%[10.9 µM],4%,-1.0%,?
CCOc1ccc(CNC(=O)CCn2cccn2)cc1OC,5%[10.9 µM],-1%,-1.4%,-14%
CCCc1nn2c(=O)cc(COC(=O)c3ccco3)nc2s1,-11%[10.9 µM],-3%,?,23%
CCOC(=O)c1ccccc1NC(=O)Cn1c(=O)n(CCCC(=O)NCc2ccc3c(c2)OCO3)c(=O)c2ccccc21,-2%[10.9 µM],1%,?,4%
Cc1ccc(NC(=O)Cn2c(=O)c3ccccc3n3nncc23)cc1,-11%[10.9 µM],-4%,?,-10%
CC(C)NC(=O)[C@@H]1C[C@H]1[C@@H](NC(=O)OCc1ccccc1)c1ccccc1,-6%,7%,.,-3%
COc1ccc(CCNC(=O)CSc2nnc(-c3ccc(C)cc3)c(-c3ccc(C)cc3)n2)cc1OC,-11%[10.9 µM],8%,?,0%
CCC(=O)Nc1cccc(-c2cn3ccsc3n2)c1,-8%,-15%,0.4%,-16%
CS(=O)(=O)N1CCc2cc(C(=O)N3CCCCC3)ccc21,-22%,0%,0.3%,5%
CC(=O)Nc1ccc(S(=O)(=O)NCC(C)NS(=O)(=O)c2ccc(NC(C)=O)cc2)cc1 (stereo unspecified),-5%,-4%,-0.7%,16%
CC(C#N)On1c(SC(C)C#N)nc2ccccc2c1=O (stereo unspecified),2%,-5%,-2.7%,-3%
Cc1nc2ncnn2c(C)c1CCC(=O)O,-2%,-2%,-1.2%,-6%
Cc1cc(NS(=O)(=O)c2ccc(NC(=O)COc3c(C)cc(Br)cc3C)cc2)no1,5%[10.9 µM],7%,6.1%,-7%
COc1ccc(CNC(=O)c2cnc3ccc(C)cn3c2=O)cc1,-2%[10.9 µM],3%,-3.0%,-1%
CCOc1cc(CNC(=O)c2ccc(NC(=O)c3nsc4ccccc34)cc2)ccc1OC,-16%[10.9 µM],-14%,?,-32%
Cc1nnc(SCC(=O)c2c(N)n(C)c(=O)n(C)c2=O)[nH]c1=O,-5%,-10%,0.2%,-8%
O=C(Cn1c(SCCOc2ccccc2Cl)nc2ccccc21)N1CCCCC1,-24%[10.9 µM],-6%,1.4%,-8%
O=C1CN(C(=O)COC(=O)C23CC4CC(CC(O)(C4)C2)C3)c2ccccc2N1,-7%,-6%,-1.5%,-3%
CN(C)Cc1ccccc1-c1cc(Nc2ccccc2)ncn1,-3%,-5%,1.5%[11.4 µM],-1%
O=C(Cn1cnc2c(oc3ccccc32)c1=O)N1CCN(c2ccccc2)CC1,5%,-1%,2.3%,-3%
O=C(Cn1c(=O)n2nc(-c3cccc(F)c3)nc2c2ccccc21)N1CCN(c2ccccc2F)CC1,19%[10.9 µM],-3%,1.3%,23%
Cc1nn2c3ccccc3n(Cc3ccccc3)c2nc1=O,.,6%,.,23%
CO[C@H]1COC(=O)[C@@H](C)COC(=O)[C@@H](COCc2ccccc2)NC(=O)C/C=C\[C@H]1C,.,-2%[9.22 µM],.,3%[9.22 µM]

Compound,Peg3 imprint,p53ts 32C kill,IkB signaling,p53ts 39C kill
O=C(COC(=O)c1cc(-c2cccs2)nc2ccccc12)c1ccc(F)cc1,-11%[10.9 µM],-13%,-2.8%,-17%
CCOC(=O)CSC1=C(C#N)C(c2ccccc2C)C2=C(CCCC2=O)N1 (stereo unspecified),-13%,24%,1.3%,12%
CCc1nnc2c(NCc3cccc(OC)c3)nc3ccccc3n12,-7%[10.9 µM],0%,-4.0%,6%
CC(C)Sc1nnc([C@@H]2CCCN2C(=O)OC(C)(C)C)o1,-3%,4%,-0.3%,-1%
CC1CCN(S(=O)(=O)c2ccc3nc(NCc4ccccc4)ccc3c2)CC1,-15%[10.9 µM],12%,-0.6%,?
Cc1ccc2cccc(S(=O)(=O)N3CCN(c4cccc(Cl)c4)CC3)c2n1,-10%,-8%,2.0%,4%
COc1ccc(Oc2ncc3nc(-c4cccc(C#N)c4)c(=O)n(CCC#N)c3n2)cc1,-14%,-4%,2.5%[11.4 µM],-4%
CC(=O)N1C(=O)c2cccc3cccc(c23)C(=O)N1C(C)=O,-3%,3%,0.0%,-3%
O=C(Nc1ccccc1)N1CC=C(c2ccccc2)CC1,-33%[inhibitor],-7%,?,-11%
COc1ccc(-c2cc(C(F)(F)F)nc(S(C)(=O)=O)n2)cc1,-12%[10.9 µM],?,1.0%,20µM*
CC(=O)N(Cc1cccnc1)c1nc2c(C)c(C)ccc2s1,2%[10.9 µM],-3%,-0.2%,-22%
COc1ccc(CCn2c(=O)c3cccnc3n(CC(=O)Nc3ccc(C)cc3C)c2=O)cc1OC,-9%[10.9 µM],3%,1.3%,?
CCC(=O)N1CCc2cc(Br)cc(S(=O)(=O)N3CCCC(C(=O)NCc4ccc(C)cc4)C3)c21 (stereo unspecified),-7%[10.9 µM],7%,?,12%
COc1ccc2c(c1)-c1c(ssc1=S)C(C)(C)N2,.,-26%,.,-10%
O=C(CSc1nc2ccccc2c(=O)n1Cc1ccco1)c1ccc(F)cc1,-16%,-16%,3.6%,-8%
Cc1nc2ccc(Nc3nc4cc(S(=O)(=O)N5CCOCC5)ccc4o3)cc2s1,-16%,20%,1.9%,1%
c1ccc(-c2cn3cccnc3n2)cc1,-34%[inhibitor],-9%,0.3%,-17%
Cc1nc2ccc(NC(=O)N3CCCCC3)cc2nc1C,.,0%,.,-6%
CCC(C(=O)Nc1ccccc1OC)n1c(C(=O)OC)cc2sc(Cl)cc21 (stereo unspecified),-11%[10.9 µM],16%,-1.1%,-24%
O=C(Nc1ccccc1C(F)(F)F)C1CC(=O)N(c2ccccc2F)C1 (stereo unspecified),-14%,1%,0.3%,17%
O=C(Nc1nc2n(n1)C(c1ccc(F)cc1)C=C(c1ccccc1)N2)c1ccco1 (stereo unspecified),-13%[10.9 µM],-5%,3.2%,-10%
COc1ccc(Nc2oc(/C=C/c3ccc(OC)c(OC)c3)nc2C#N)cc1,-4%[10.9 µM],3%,4.8%,-7%
COc1ccc(OC(C)C(=O)N2CCN(c3ccccn3)CC2)cc1 (stereo unspecified),-16%,3%,-2.7%,13%
Cc1nc2c(C(=O)NCc3ccccc3Cl)c[nH]n2c(=O)c1Cc1cccc(Cl)c1,-2%[10.9 µM],-11%,17%,-14%
O=C(Nc1cccc(F)c1)N1CCCC2(CCN(C(=O)c3ccco3)CC2)C1,.,-8%,1.7%[11.4 µM],-5%

Compound,Peg3 imprint,p53ts 32C kill,IkB signaling,p53ts 39C kill
Cc1cccc(Cn2c(=O)n(Cc3ccco3)c(=O)c3ccccc32)c1,-20%,10%,?,3%
Cc1[nH]nc2c1C(=O)CC(C)(C)C2,-2%,-1%,2.0%,-8%
CCCCS(=O)(=O)NC1=NCN(Cc2ccco2)CN1,-1%,2%,2.4%,3%
CCN(CC)CCOC(=O)c1ccc(NC(=O)CCNC(=O)Cn2ccc3ccccc3c2=O)cc1,-11%,-10%,0.6%,-9%
Cc1ccc(NC(=O)CSc2nnc(N)s2)c(C)c1,?,-6%,4.7%,24%
COC(=O)c1ccc(COc2ncnc3c(Cl)cc(Cl)cc23)o1,-7%,1%,0.3%,?
COc1ccc(C2C=C(c3ccc(Br)cc3)Nc3nnnn32)c(OC)c1 (stereo unspecified),-12%[10.9 µM],-4%,-0.5%,-19%
Cc1cc(C)n(C(CC(=O)N2CCc3ccccc3C2)C(=O)O)n1 (stereo unspecified),-7%,13%,0.1%,9%
Cc1ccc(CN(Cc2ccco2)C(=O)c2oc3ccc(C)cc3c2C)cc1,-9%[10.9 µM],-7%,-0.9%,-8%
CCOC(=O)c1c(C)c(C(=O)NCCN2CCOCC2)c(C)n1C,-10%,-5%,-0.3%,2%
Cc1oc2ncnc(N3CCCCC3)c2c1C(=O)Nc1cccc(Cl)c1C,2%[10.9 µM],-1%,?,?
CC(=O)Nc1ccc(NC(=O)c2c(C)nn(-c3ccccc3)c2-n2cccc2)cc1,-7%[10.9 µM],-1%,1.1%,-4%
Cc1nc2ncnn2c(C)c1CCC(=O)NC(C)CCc1ccco1 (stereo unspecified),-4%,-2%,0.7%,5%
CCN(C(=O)c1oc2ccc(S(=O)(=O)N3CCCCCC3)cc2c1C)c1ccccc1,-23%[10.9 µM],11%,?,30%
CC(=O)c1ccc[nH]1,-6%,-6%,.,8%
O=C(CSc1nnnn1-c1ccc(F)cc1)NC1CCCCC1,19%,-12%,0.5%,7%
COc1ccc(C2C(C(=O)Nc3cccc(C)n3)c3ccccc3C(=O)N2C)cc1 (stereo unspecified),-8%,14%,0.8%,8%
COc1ccc(-c2nc(CSCC(=O)NCC3CCCO3)c(C)o2)cc1OC (stereo unspecified),-7%,-1%,-3.9%,0%
CC(C)OCCCNC(=O)c1ccc2c(c1)ncn2C1CCCC1,-8%,-4%,-1.8%,14%
O=C(N1CCCCCC1)N1CCN(C(=O)N2CCOCC2)CC1,?,7%,-4.3%,7%
O=C1OC(NC(=O)c2ccccc2)C(n2cc(CO)nn2)=C1Cl (stereo unspecified),.,-5%,?,-2%
Cc1ccc(Cl)cc1N1CCN(C(=O)CN(C2CCCCC2)S(C)(=O)=O)CC1,.,-5%,.,-29%
Cc1ccc(Cn2c(SCC(C)C)nc3c2c(=O)n(C)c(=O)n3C)cc1,-13%,-4%,?,-8%
COC1(C#CC2C=CC(OC(C)=O)C(COC(C)=O)O2)CCCCC1 (stereo unspecified),.,3%[9.22 µM],.,3%[9.22 µM]
COc1ccc(CNC(=O)c2ccc(-c3nc(CSc4ccccc4)c(C)o3)cc2)cc1OC,14%[10.9 µM],2%,-0.1%,-2%

Compound,Peg3 imprint,p53ts 32C kill,IkB signaling,p53ts 39C kill
CCCn1c(SCC(=O)NCCc2ccccc2)nnc1-c1ccccn1,-4%,-1%,-0.5%,1%
Cc1c(Cl)cccc1NC(=O)c1ccc2c(c1)nnn2C1CCCC1,24%[10.9 µM],9%,-0.7%,-18%
O=C(NCCO)C1CCN(S(=O)(=O)c2ccc(F)cc2)CC1,-1%,1%,-0.2%,-2%
Cc1ccc(CN2C(=O)c3ccccc3Sc3ccc(C(=O)NC4CCCCC4)cc32)cc1,24%[10.9 µM],-1%,3.1%,-12%
CC1CCCCC1NC(=O)C1CCN(C(=O)c2sccc2-n2cccc2)CC1 (stereo unspecified),-24%,2%,-1.7%,7%
CCOCCCNS(=O)(=O)c1ccc2c(c1)oc(=O)n2CC(=O)OCC,-7%,1%,13%,-5%
C=CCn1cnc2scc(-c3ccccc3)c2c1=O,-10%,2%,-6.2%,10%
O=C(Nc1nccs1)c1ccc(Br)o1,-57%[inhibitor],-9%,-2.5%,-17%

Reprinted at random: 4 records from the list
Compound,Peg3 imprint,p53ts 32C kill,IkB signaling,p53ts 39C kill
Cc1ccc(CN2C(=O)c3ccccc3Sc3ccc(C(=O)NC4CCCCC4)cc32)cc1,24%[10.9 µM],-1%,3.1%,-12%
Cc1c(Cl)cccc1NC(=O)c1ccc2c(c1)nnn2C1CCCC1,24%[10.9 µM],9%,-0.7%,-18%
O=C(NCCO)C1CCN(S(=O)(=O)c2ccc(F)cc2)CC1,-1%,1%,-0.2%,-2%
CC1CCCCC1NC(=O)C1CCN(C(=O)c2sccc2-n2cccc2)CC1 (stereo unspecified),-24%,2%,-1.7%,7%
